BioA inh = M. tuberculosis BioA enzyme inhibitors, primary screen, biochemical, plate reader, single point, HTS. AID 602481, 2012. 360,000 compounds, 0.096% hits. purified M. tuberculosis BioA enzyme. inhibition, % at 9.99 µM. 7,8-diaminopelargonic acid synthase BioA (Mycobacterium tuberculosis); in the data active means inhibition above about 40%
Numbers without * were called inactive.

> COc1ccccc1NC(=O)N1C[C@H](O)COC[C@@H]2O[C@@H](CC(=O)N3CCC(Cc4ccccc4)CC3)CC[C@H]21
  BioA inh: -2.5

> Cc1ccc(S(=O)(=O)N(C)C[C@@H]2OCCCC[C@@H](C)Oc3ccc(NC(=O)Nc4cccc5ccccc45)cc3C(=O)N([C@@H](C)CO)C[C@@H]2C)cc1
  BioA inh: -4.6

> CCNC(=O)C[C@@H]1CC[C@H]2[C@@H](COc3ccc(NC(=O)c4ccccc4)cc3C(=O)N2C)O1
  BioA inh: -0.5

> O=C(C[C@@H]1CC[C@@H]2NC[C@@H](O)COC[C@H]2O1)NCc1ccc(Oc2ccccc2)cc1
  BioA inh: -1.8

> COc1ccc(NC(=O)Nc2ccc3c(c2)CC(=O)N([C@@H](C)CO)C[C@H](C)[C@@H](CN(C)C(=O)NC(C)C)O3)cc1
  BioA inh: -0.8

> COCC(=O)N(C[C@@H]1N[C@H](CO)[C@H]1c1ccc(C2=CCCC2)cc1)C(C)C
  BioA inh: -2.4

> Cn1cnc(S(=O)(=O)N2CCCCN3[C@H](CO)[C@@H](c4ccc(C#CC5CC5)cc4)[C@@H]3C2)c1
  BioA inh: -4.6

> Cc1ccccc1S(=O)(=O)N[C@@H]1CC[C@@H](CCn2cc(Cc3ccccc3)nn2)O[C@@H]1CO
  BioA inh: 0.5

> O=C(NCC[C@@H]1CC[C@@H](NC(=O)c2ccccc2F)[C@@H](CO)O1)c1ccc2c(c1)OCO2
  BioA inh: -3.5

> CO[C@H]1CN(C)C(=O)c2cc(NC(=O)Nc3cccc(F)c3)ccc2OC[C@H](C)N(C(C)=O)C[C@H]1C
  BioA inh: 6.2

> CCC(=O)N[C@@H]1CC[C@H](CC(=O)NCc2ccccc2OC)O[C@@H]1CO
  BioA inh: -3.0

> CC(C)NC(=O)N(C)C[C@H]1Oc2ncc(C3=CCCCC3)cc2C(=O)N([C@H](C)CO)C[C@@H]1C
  BioA inh: -4.6

> C[C@@H]1CN([C@@H](C)CO)C(=O)c2cccc(NC(=O)C3CCCCC3)c2O[C@@H]1CN(C)S(=O)(=O)c1ccc(Cl)cc1
  BioA inh: -0.1

> CC(C)CC#Cc1ccc2c(c1)O[C@H](CN(C)C(=O)Cc1ccncc1)[C@@H](C)CN([C@@H](C)CO)S2(=O)=O
  BioA inh: -2.1

> C[C@@H]1CN([C@H](C)CO)C(=O)c2cc(NS(=O)(=O)c3ccc(Cl)cc3)ccc2O[C@H]1CN(C)Cc1ccncc1
  BioA inh: 0.5

> Cc1noc(C)c1NC(=O)Nc1ccc2c(c1)C(=O)N([C@H](C)CO)C[C@@H](C)[C@@H](CN(C)S(=O)(=O)c1ccccc1)O2
  BioA inh: 0.0

> C[C@H]1CN([C@@H](C)CO)C(=O)c2cccc(NC(=O)Nc3ccc(F)cc3)c2O[C@H]1CN(C)Cc1ccc(Cl)c(Cl)c1
  BioA inh: -0.1

> C[C@H](CO)N1C[C@H](C)[C@@H](CN(C)CC2CCOCC2)Oc2ncc(C#CCC3CCCC3)cc2C1=O
  BioA inh: 7.9

> CN(C)CC(=O)N[C@@H]1CC[C@@H](CCNS(=O)(=O)c2ccccc2)O[C@@H]1CO
  BioA inh: -4.1

> CN(C)C(=O)C[C@@H]1C=C[C@H](NC(=O)C2CCC2)[C@H](CO)O1
  BioA inh: 2.0

> C[C@@H]1CN([C@H](C)CO)S(=O)(=O)c2ccc(C3=CCCC3)cc2O[C@@H]1CN(C)Cc1cccnc1
  BioA inh: -0.9

> CC(C)NC(=O)N[C@@H]1CC[C@H](CC(=O)NCCN2CCCC2)O[C@@H]1CO
  BioA inh: 11

> COc1ccc(NC(=O)N(C)C[C@H]2Oc3cc(-c4ccncc4)ccc3S(=O)(=O)N([C@H](C)CO)C[C@@H]2C)cc1
  BioA inh: -2.8

> C[C@H](CO)N1C[C@H](C)[C@H](CN(C)CC2CCCCC2)Oc2ccc(NC(=O)CCCN(C)C)cc2CC1=O
  BioA inh: 2.9

> COc1ccc(S(=O)(=O)N(C)C[C@H]2OCCCC[C@@H](C)Oc3ccc(NC(=O)CCC(F)(F)F)cc3C(=O)N([C@@H](C)CO)C[C@@H]2C)cc1
  BioA inh: 0.2

> O=C(Nc1nccs1)[C@H]1[C@H](CO)[C@H]2Cn3c(ccc(-c4cccnc4)c3=O)[C@H]2N1CC1CCCC1
  BioA inh: 52*

> COc1ccc(S(=O)(=O)N[C@H]2CC[C@H](CCn3cc(-c4ccccc4F)nn3)O[C@H]2CO)cc1
  BioA inh: -5.6

> COc1cccc(-c2cnc3c(c2)C(=O)N([C@@H](C)CO)C[C@@H](C)[C@H](CN(C)Cc2ccccc2)O3)c1
  BioA inh: 10

> C[C@H](CO)N1C[C@H](C)[C@H](CN(C)S(C)(=O)=O)Oc2ccc(NC(=O)C3CCCCC3)cc2C1=O
  BioA inh: 0.2

> C[C@H]1CN([C@@H](C)CO)C(=O)c2cccc(NS(=O)(=O)c3cn(C)cn3)c2O[C@@H]1CN(C)C(=O)Nc1cccc2ccccc12
  BioA inh: 0.3

> COc1cccc(CNC(=O)[C@@H]2[C@@H](CO)[C@@H]3Cn4c(ccc(-c5cccnc5)c4=O)[C@H]2N3C(C)=O)c1
  BioA inh: -0.1

> O=C(C[C@H]1C=C[C@H](NC(=O)c2ccncc2)[C@@H](CO)O1)NCCc1ccncc1
  BioA inh: 2.2

> O=C(Nc1ccc2c(c1)[C@H]1C[C@@H](CC(=O)N3CCCCC3)O[C@@H](CO)[C@H]1O2)C1CCOCC1
  BioA inh: 4.2

> CO[C@H]1CC[C@@H]2CCN(C)C(=O)[C@@H](C)[C@H](OC)CN(C)C(=O)c3cccc(C#N)c3OC[C@@H]1O2
  BioA inh: -1.1

> CC(C)NC(=O)N(C)C[C@H]1Oc2cc(C3=CCCCC3)ccc2S(=O)(=O)N([C@@H](C)CO)C[C@H]1C
  BioA inh: -0.9

> O=C(c1cccc(F)c1)N1CCCCN2[C@H](CO)[C@@H](c3ccc(-c4ccccc4)cc3)[C@@H]2C1
  BioA inh: 4.4

> CCCC(=O)Nc1ccc2c(c1)C(=O)N(C)[C@H]1CC[C@@H](CC(=O)O)O[C@@H]1CO2
  BioA inh: -7.8

> COc1ccc(S(=O)(=O)N(C)C[C@@H]2Oc3ccc(NS(=O)(=O)c4cn(C)cn4)cc3CC(=O)N([C@H](C)CO)C[C@H]2C)cc1
  BioA inh: 0.1

> CO[C@H]1CN(C)C(=O)c2ccc(NC(=O)Nc3ccccc3F)cc2OC[C@H](C)NC[C@H]1C
  BioA inh: 0.1

> C[C@@H]1CN([C@H](C)CO)C(=O)Cc2cc(NS(=O)(=O)c3cccs3)ccc2O[C@H]1CN(C)Cc1ccccc1
  BioA inh: 0.5

> C/C=C/c1cnc2c(c1)C(=O)N([C@@H](C)CO)C[C@H](C)[C@@H](CN(C)C(=O)NCCC)O2
  BioA inh: -2.1

> O=C(N[C@@H]1CC[C@H](CCNS(=O)(=O)c2ccc(Cl)cc2)O[C@H]1CO)c1cnccn1
  BioA inh: 4.3

> CN1C(=O)c2cc(NC(=O)c3cccc(Cl)c3)ccc2OC[C@H]2O[C@@H](CC(=O)NC3CCCCC3)CC[C@H]21
  BioA inh: -1.2

> C[C@@H]1CN([C@H](C)CO)C(=O)Cc2cc(NC(=O)CCCCCC(=O)Nc3ccccc3N)ccc2O[C@@H]1CN(C)C(=O)NC1CCCCC1
  BioA inh: -1.4

> CC(C)NC(=O)Nc1ccc2c(c1)CC(=O)N([C@H](C)CO)C[C@H](C)[C@H](CN(C)CC1CC1)O2
  BioA inh: -3.2

> O=C(C[C@H]1CC[C@H]2[C@@H](COC[C@H](O)CN2C(=O)Nc2cc(Cl)cc(Cl)c2)O1)N1CCOCC1
  BioA inh: -1.1

> COc1ccccc1S(=O)(=O)N[C@@H]1CC[C@H](CCNC(=O)C2CC2)O[C@@H]1CO
  BioA inh: -2.2

> CO[C@H]1CN(C)C(=O)c2cc(NC(=O)c3ccccc3)ccc2OC[C@H](C)N(C(=O)CN(C)C)C[C@H]1C
  BioA inh: -0.1

> CO[C@H](C(=O)N(C)C[C@@H]1OCc2ccccc2-c2ccccc2C(=O)N([C@@H](C)CO)C[C@@H]1C)c1ccccc1
  BioA inh: 0.1

> CC(C)NC(=O)N1[C@H](C(=O)N2CCC(Cc3ccccc3)CC2)[C@@H](CO)[C@@H]2Cn3c(cccc3=O)[C@@H]21
  BioA inh: -0.4

> COc1ccccc1S(=O)(=O)N(C)C[C@@H]1OCc2ccccc2-c2ccccc2C(=O)N([C@@H](C)CO)C[C@H]1C
  BioA inh: 0.4

> C[C@@H]1CN([C@H](C)CO)C(=O)c2cc(C#Cc3ccccc3)cnc2O[C@H]1CN(C)S(=O)(=O)c1ccccc1F
  BioA inh: -5.2

> C[C@@H]1CN([C@H](C)CO)C(=O)c2cccc(NC(=O)C3CC3)c2O[C@H]1CN(C)C(=O)Nc1ccc(C(F)(F)F)cc1
  BioA inh: 0.7

> O=C(NCC[C@@H]1CC[C@H](NC(=O)c2cnccn2)[C@@H](CO)O1)Nc1ccc(F)cc1
  BioA inh: 6.7

> C[C@@H]1CCCCO[C@H](CN(C)S(=O)(=O)c2cn(C)cn2)[C@H](C)CN([C@@H](C)CO)C(=O)c2cc(NS(=O)(=O)c3ccccc3)ccc2O1
  BioA inh: 1.0

> Cc1ccc(S(=O)(=O)N[C@H]2CC[C@@H](CCn3cc(-c4cccc(F)c4)nn3)O[C@H]2CO)cc1
  BioA inh: 5.1

> C[C@@H]1CN([C@@H](C)CO)C(=O)c2cc(NC(=O)Cc3ccccc3)ccc2O[C@@H](C)CCCCO[C@H]1CN(C)S(=O)(=O)c1ccc(Cl)cc1
  BioA inh: -1.0

> O=C(C[C@H]1CC[C@@H](NS(=O)(=O)c2ccc(F)cc2)[C@H](CO)O1)N1CCC(Cc2ccccc2)CC1
  BioA inh: 1.7

> C[C@H]1CN([C@@H](C)CO)C(=O)c2cccc(NC(=O)c3ccc(-c4nccs4)cc3)c2O[C@@H]1CN(C)Cc1ccc(-c2ccccc2)cc1
  BioA inh: -2.2

> C[C@@H]1CN([C@H](C)CO)C(=O)c2cc(-c3ccncc3)cnc2O[C@H]1CN(C)C(=O)NC1CCCC1
  BioA inh: -4.7

> O=C(C1CCOCC1)N1C[C@H]2[C@@H](c3ccccc31)[C@@H](CO)N2C(=O)Nc1cccc(F)c1
  BioA inh: 2.8

> CCC(=O)Nc1ccc2c(c1)OC[C@H](C)N(C(=O)c1cnccn1)C[C@@H](C)[C@@H](OC)CN(C)C2=O
  BioA inh: 1.4

> O=C(C[C@H]1C[C@H]2c3cc(NS(=O)(=O)c4ccc(F)cc4)ccc3O[C@H]2[C@@H](CO)O1)N1CCc2ccccc2C1
  BioA inh: 0.3

> Cc1ccc(S(=O)(=O)Nc2ccc3c(c2)CC(=O)N([C@H](C)CO)C[C@@H](C)[C@@H](CN(C)S(=O)(=O)c2c(C)noc2C)O3)cc1
  BioA inh: -5.4

> Cc1ccc(S(=O)(=O)N(C)C[C@H]2Oc3c(NS(=O)(=O)c4ccc(Cl)cc4)cccc3C(=O)N([C@@H](C)CO)C[C@H]2C)cc1
  BioA inh: 0.0

> Cc1noc(C)c1NC(=O)Nc1ccc2c(c1)CC(=O)N([C@@H](C)CO)C[C@@H](C)[C@H](CN(C)Cc1ccncc1)O2
  BioA inh: 4.2

> COc1ccccc1S(=O)(=O)N[C@@H]1C=C[C@@H](CC(=O)N2CCOCC2)O[C@@H]1CO
  BioA inh: -0.8

> C[C@@H]1CN([C@@H](C)CO)C(=O)c2cccc(NC(=O)c3ccncc3)c2O[C@H]1CN(C)S(C)(=O)=O
  BioA inh: -3.5

> CO[C@H]1CN(C)C(=O)c2cc(NS(=O)(=O)CC(F)(F)F)ccc2OC[C@@H](C)N(Cc2nccs2)C[C@H]1C
  BioA inh: -0.4

> O=C(C[C@@H]1C=C[C@@H](NS(=O)(=O)c2ccccc2F)[C@H](CO)O1)NCCCN1CCOCC1
  BioA inh: 0.2

> COc1ccc(-c2cnc3c(c2)C(=O)N([C@H](C)CO)C[C@H](C)[C@H](CN(C)C(=O)CN(C)C)O3)cc1
  BioA inh: 3.8

> C/C=C/c1ccc2c(c1)O[C@H](CN(C)Cc1ccc(F)cc1)[C@H](C)CN([C@H](C)CO)S2(=O)=O
  BioA inh: -0.4

> CO[C@H]1CN(C)C(=O)c2cc(NC(=O)Nc3cc(F)ccc3F)ccc2OC[C@H](C)N(C(=O)c2cnccn2)C[C@@H]1C
  BioA inh: 1.5

> C[C@H](CO)N1C[C@H](C)[C@H](CN(C)C(=O)Nc2cccc3ccccc23)Oc2ccc(NC(=O)Nc3ccc4c(c3)OCO4)cc2CC1=O
  BioA inh: -0.8

> C[C@@H]1CN([C@H](C)CO)C(=O)c2cc(NC(=O)Cc3ccccc3)ccc2O[C@@H]1CN(C)Cc1ccccc1
  BioA inh: -0.2

> C[C@@H]1CN([C@H](C)CO)C(=O)c2cccc(NC(=O)Nc3ccccc3)c2O[C@@H]1CN(C)Cc1ccc(Oc2ccccc2)cc1
  BioA inh: 3.4

> COc1ccc(S(=O)(=O)Nc2ccc3c(c2)[C@H]2C[C@H](CC(=O)O)O[C@@H](CO)[C@H]2O3)cc1
  BioA inh: -0.4

> COc1ccc(CN(C)C[C@H]2OCCCC[C@@H](C)Oc3ccc(NC(=O)Cc4ccccc4)cc3C(=O)N([C@@H](C)CO)C[C@@H]2C)cc1
  BioA inh: -1.7

> COCC#Cc1ccc([C@@H]2[C@@H](CO)N3CCCCN(S(=O)(=O)c4cccc(OC)c4)C[C@@H]23)cc1
  BioA inh: 3.8

> C[C@@H]1CCCCO[C@@H](CN(C)C(=O)c2ccccc2)[C@@H](C)CN([C@H](C)CO)C(=O)c2cc(NC(=O)CCC(F)(F)F)ccc2O1
  BioA inh: 0.3

Shown with tabs: 4 of the compounds above.
SMILES	BioA inh
COc1ccccc1S(=O)(=O)N[C@@H]1C=C[C@@H](CC(=O)N2CCOCC2)O[C@@H]1CO	-0.8
C[C@@H]1CN([C@@H](C)CO)C(=O)c2cccc(NC(=O)c3ccncc3)c2O[C@H]1CN(C)S(C)(=O)=O	-3.5
CO[C@H]1CN(C)C(=O)c2cc(NS(=O)(=O)CC(F)(F)F)ccc2OC[C@@H](C)N(Cc2nccs2)C[C@H]1C	-0.4
O=C(C[C@@H]1C=C[C@@H](NS(=O)(=O)c2ccccc2F)[C@H](CO)O1)NCCCN1CCOCC1	0.2

Screening results deposited in PubChem BioAssay by Broad Institute.

A portion of the library; the hit share may differ from the screen's.
